Source: PubChem BioAssay (several laboratories)
TNAP act mid DEA – human TNAP enzyme activators, primary screen, biochemical, luminescent, intermediate phosphate acceptor level; Alkaline phosphatase, tissue-nonspecific isozyme (Homo sapiens), P05186; purified TNAP, CDP-star luminescence, 100 mM DEA, 30 min; active compounds read high; scale: 0 levamisole-inhibited, 1 vehicle-only enzyme; activation factor at 20 µM; 64,000 tested, under 10 active; AID 813, 2007;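 active = activation factor of at least 2 at 20 µM, relative to controls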
NADH enzymes – inhibitors of PK/LDH coupling enzymes, profiling panel, artefact control, biochemical, MLSMR library; IC50, µM (titrated, usually from 10 µM), for inactives: at the highest dose inhibition; AID 774, 2007; actives 0.02% (n = 65,000); coupled PK/LDH NADH assays, four targets;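 active = single-dose screening hits from any of four coupled enzyme assays that gave an IC50 when retested across doses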;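 note: the DPM-DC format reads NADH fluorescence rather than 340 nm absorbance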
SF-1 act – activators of human SF-1, primary screen, cell-based, CHO-K1, Gal4-SF-1 LBD, luciferase luminescence | Steroidogenic factor 1 (Homo sapiens), Q13285 | CHO-K1 Gal4-SF-1 LBD luciferase reporter; % increase over DMSO SF-1-specific signal | activation, % at 10 µM | actives 1.9% (n = 65,000) | AID 522, 2006;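 active = activation above the mean activation of all tested compounds plus 3 SD, cut at about 50% in these data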
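Assay system: CHO-K1 cells co-transfected with Gal4 DBD–human SF-1 LBD, 5xGal4 luciferase reporter; doses: 10 µM only; incubation: 20 h compound exposure at 37 °C after 1 h cell settling; signal: luciferase light emission; evaluation: percent activation versus DMSO; repeats: one test per compound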
Autofluor 339 – intrinsic fluorescence of library compounds, ex339/em460 – biochemical, MLSMR library, data from DPM-DC assay, artefact control, profiling panel | compound autofluorescence, ex339/em460 nm, NADH buffer; active compounds read high; 1 = no-compound wells, NADH background | fluorescence fold increase at 10 µM | actives 5.5% (n = 65,000);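 active = at 10 µM, mean starting fluorescence two-fold or more over control wells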;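 note: signal is the first read of a kinetic run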
M1 agonist – M1 muscarinic receptor agonists, primary screen, CHO-M1 cells, Fluo-4 calcium, agonist mode. actives 3% (n = 64,000). Fluo-4 calcium fluorescence; active compounds read high. B-score at 10 µM. AID 626, 2007;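 active = fluorescence rise, raw or as B-score row- and column-corrected plate score, outside the 99.7% band of its plate's samples, either direction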
RORA act – activators of orphan receptor RORA, primary screen, cell-based, luminescence; Nuclear receptor ROR-alpha (Homo sapiens), P35398; CHO-K1 Gal4-RORA LBD luciferase reporter; percent increase over mock-subtracted basal signal; activation, % at 10 µM; actives 1.5% (n = 65,000); AID 560, 2006;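 active = activation above the mean of all tested compounds plus 3 SD, cut at about 49% in these data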;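 note: 0% = DMSO-treated RORA cells and 100% = added signal equal to DMSO minus mock-transfected cells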
Target sequence (P35398 whole entry, looked up, the tested form may be a part): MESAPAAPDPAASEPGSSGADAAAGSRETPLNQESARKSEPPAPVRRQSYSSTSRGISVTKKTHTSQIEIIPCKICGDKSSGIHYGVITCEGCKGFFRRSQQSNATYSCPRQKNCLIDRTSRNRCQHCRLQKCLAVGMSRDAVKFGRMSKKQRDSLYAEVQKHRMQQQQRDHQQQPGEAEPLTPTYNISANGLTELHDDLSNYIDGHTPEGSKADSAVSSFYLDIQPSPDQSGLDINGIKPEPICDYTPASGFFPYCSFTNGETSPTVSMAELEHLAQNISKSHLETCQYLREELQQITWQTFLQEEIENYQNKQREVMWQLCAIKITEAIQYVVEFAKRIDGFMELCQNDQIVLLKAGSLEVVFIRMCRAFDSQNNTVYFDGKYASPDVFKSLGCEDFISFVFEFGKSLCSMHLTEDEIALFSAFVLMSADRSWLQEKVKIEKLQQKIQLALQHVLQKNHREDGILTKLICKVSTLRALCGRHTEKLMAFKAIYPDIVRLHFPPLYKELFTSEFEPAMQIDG
Ec RNAP inh – E. coli RNAP inhibitors, biochemical | E. coli RNA polymerase, fluorescence transcription assay | inhibition, %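 (tested at 10 µM)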 | actives 0.2% (n = 62,000); in the data active = inhibition above about 20%;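 note: 0% = enzyme without compound and 100% = no enzyme blank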
Ecoli tolC – growth inhibitors of E. coli tolC mutant, primary screen, strain BW25113 ΔtolC::kan, 384-well | actives 2.2% (n = 65,000) | AID 573, 2007 | growth inhibition, % at 10 µM (by protocol) | OD615;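 active = growth inhibition at or above a cutoff equal to the mean over every tested compound plus 3 SD, cut at about 60% in these data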;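 note: growth measured after 20 h incubation at 37 °C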
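Material: E. coli BW25113 ΔtolC::kan, tolC deletion mutant strain. Measure: percent growth inhibition. Schedule: 37 °C, 20 h exposure. Doses: single-point testing at 10 µM. Signal: A615 absorbance measurement. Buffer or medium: kanamycin-containing LB broth (50 µg/mL).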
M1 antag – antagonists of rat M1 muscarinic receptor; CHO-M1 cells, Fluo-4 calcium, ACh EC80 antagonist mode; active compounds read low; B-score at 10 µM; actives 3.4% (n = 64,000); AID 628, 2007;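 active = calcium fluorescence response, raw or row-and-column corrected B-score, differing from the plate sample mean either way at a set confidence level, mostly lower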
Target sequence (P08482 whole entry, looked up): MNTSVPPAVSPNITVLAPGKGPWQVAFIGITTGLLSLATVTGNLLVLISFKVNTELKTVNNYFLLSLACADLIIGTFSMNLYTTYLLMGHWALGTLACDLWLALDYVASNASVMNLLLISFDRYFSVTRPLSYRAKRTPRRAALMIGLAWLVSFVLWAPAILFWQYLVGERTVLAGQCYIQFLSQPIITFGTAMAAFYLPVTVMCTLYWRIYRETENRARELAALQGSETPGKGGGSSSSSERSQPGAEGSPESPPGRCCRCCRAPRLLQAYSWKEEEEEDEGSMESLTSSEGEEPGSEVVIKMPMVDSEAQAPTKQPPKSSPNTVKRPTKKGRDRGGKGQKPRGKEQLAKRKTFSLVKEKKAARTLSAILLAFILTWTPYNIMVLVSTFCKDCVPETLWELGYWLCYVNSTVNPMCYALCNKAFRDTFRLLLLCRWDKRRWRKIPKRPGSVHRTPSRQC
Active calls of the source: *; x = not tested or not shown; [ ] = dose if it differs, or a comment. An unsorted share of the library. Share with any hit: about 15%.

entry	Compound	TNAP act mid DEA	NADH enzymes	SF-1 act	Autofluor 339	M1 agonist	RORA act	Ec RNAP inh	Ecoli tolC	M1 antag
1	COCCNC(=O)CSc1nc2ccccc2c(=O)n1CC1CCCO1 (stereo not drawn)	1.1	6%	8	1	-0.36	-17	-4	-7	0.5
2	O=C(CSc1nnc(-c2ccc(Br)cc2)o1)N1CCN(C(=O)c2ccco2)CC1	1	7%	4	1.2	0.5	-5	11	2	0.2
3	Cn1c(=O)c2c(nc(OCC3COC(C)(C)O3)n2Cc2ccccc2F)n(C)c1=O (stereo not drawn)	0.9	5%	-13	1.1	-0.25	-19	3	0	0.75
4	CCN(CC)CCOc1nc(C)nc2c1oc1ccccc12	1	4%	4	1.1	0.59	-6	4	-13	-0.44
5	CC(C)C[C@H](NC(=O)OC(C)(C)C)c1nnc(SCC(=O)Nc2ccc(Br)cc2)o1	0.9	4%	5	1.1	0.019	24	7	-14	-3.1*
6	CC(NC(=O)c1ccccc1Cl)C1COc2ccccc2O1 (stereo not drawn)	0.9	6%	6	1.1	0.25	2	4	7	-0.1
7	CC1CCN(C(=O)C2CC(c3ccc(F)cc3)=NO2)CC1 (stereo not drawn)	0.9	4%	45	1.1	-0.39	14	1	-6	-0.3
8	CCCCN(C(=O)Cn1nnc2ccccc21)C(C(=O)NCCOC)c1ccc(OC)cc1OC (stereo not drawn)	0.9	5%	5	1.1	0.036	1	-9	-20	-0.0059
9	CCC(=O)N1c2ccc(S(=O)(=O)N(CCO)Cc3ccccc3)cc2CC1C (stereo not drawn)	1	3%	2	1.1	-0.64	-19	4	3	-0.0042
10	Cc1ccc2nsnc2c1S(=O)(=O)NCc1cccnc1	1	9%	0	1.1	x	-3	9	-13	x
11	Cc1cc(C)n(C(=O)CCCC(=O)n2nc(C)cc2C)n1	0.8	4%	-7	1.1	-0.3	2	7	15	0
12	CC(NC(=O)c1ccc(N(C)C)cc1)C(c1cccs1)N1CCN(C)CC1 (stereo not drawn)	x	7%	-3	1	0.19	-2	x	-8	-3.9*
13	CC(C)OC(=O)c1nnn(-c2nonc2N)c1CN1CCc2ccccc2C1	0.9	5%	1	1.1	-0.22	-2	13	-5	-0.049
14	CN(C)c1cc[n+](Cc2ccccc2)cc1	0.9	5%	-6	1.1	0.46	-8	x	-34	-2.9
15	O=C1CC(C(=O)O)c2ccccc2N1 (stereo not drawn)	1	1%	-2	1	-0.3	-8	8	11	0.17
16	CCOC(=O)CN1C(=O)C(C)(C)Oc2ccc(C(=O)Nc3ccccc3OC)cc21	0.9	4%	1	1.1	0.45	-16	3	2	-0.21
17	COc1nnc(-c2ccc(C(=O)N3C[C@@H]4C[C@H](C3)c3cccc(=O)n3C4)cc2)c2ccccc12	0.9	2%	-2	1.1	0.14	-3	5	5	0.11
18	CN1CCN(CCC(=O)Nc2cccc(F)c2)CC1	0.9	6%	19	1.1	-0.09	5	6	-21	1.1
19	Cc1sc2ncnc(SCC(=O)N3CCCC3=O)c2c1C	1	0%	-6	1.1	-1.4	-8	-2	0	-4.3*
20	CC1CCN(C(=O)C2CCN(S(=O)(=O)c3cnc[nH]3)CC2)CC1	0.9	5%	0	1	0.8	-7	11	-25	-0.55
21	CCOc1cccc(-c2nn3c(-c4ccco4)nnc3s2)c1	0.9	3%	18	1.1	0.68	14	6	15	0.35
22	CS(=O)(=O)N1CCN(C(=O)NC23CC4CC(CC(C4)C2)C3)CC1	0.9	8%	2	1	-0.67	0	10	-11	0.89
23	OC(CN1CCOCC1)CN1CCOCC1	1	1%	-7	1.1	-0.53	20	2	-17	-0.23
24	O=C1c2oc3ccc(F)cc3c(=O)c2C(c2cccc(O)c2)N1CCCN1CCOCC1 (stereo not drawn)	1	6%	11	1.1	0.058	-18	3	-15	-0.28
25	CCCC(=O)Nc1nnc(Sc2ccc(N(C)C)cc2)s1	1	3%	6	1	0.068	-13	9	-6	0.26

Single records, as listed above.
Shown for CC(NC(=O)c1ccc(N(C)C)cc1)C(c1cccs1)N1CCN(C)CC1 (stereo not drawn) : TNAP act mid DEA: x; NADH enzymes: 7%; SF-1 act: -3; Autofluor 339: 1; M1 agonist: 0.19; RORA act: -2; Ec RNAP inh: x; Ecoli tolC: -8; M1 antag: -3.9*
Shown for O=C1c2oc3ccc(F)cc3c(=O)c2C(c2cccc(O)c2)N1CCCN1CCOCC1 (stereo not drawn) : TNAP act mid DEA: 1; NADH enzymes: 6%; SF-1 act: 11; Autofluor 339: 1.1; M1 agonist: 0.058; RORA act: -18; Ec RNAP inh: 3; Ecoli tolC: -15; M1 antag: -0.28
Shown for CCN(CC)CCOc1nc(C)nc2c1oc1ccccc12 : TNAP act mid DEA: 1; NADH enzymes: 4%; SF-1 act: 4; Autofluor 339: 1.1; M1 agonist: 0.59; RORA act: -6; Ec RNAP inh: 4; Ecoli tolC: -13; M1 antag: -0.44

(further entries)
entry	Compound	TNAP act mid DEA	NADH enzymes	SF-1 act	Autofluor 339	M1 agonist	RORA act	Ec RNAP inh	Ecoli tolC	M1 antag
26	CC1CCN(Cc2ccc(NC(=O)CC3Oc4ccccc4NC3=O)cc2)CC1 (stereo not drawn)	0.9	1%	-9	1.1	-0.7	-2	7	-10	-11*
27	COc1ccc(N2C(=O)C3C(C2=O)C2C=CC3C23CC3)c(OC)c1 (stereo not drawn)	0.9	2%	-2	1.1	0.27	4	2	3	0.37
28	O=C(CCCNS(=O)(=O)c1cccc2nsnc12)NCc1ccccc1	1	7%	6	1.1	-0.052	6	-1	-11	-1.4
29	COc1ccc(C(=O)n2nc(C)cc2C)cc1OC	0.9	0%	7	1.1	x	-3	6	-29	x
30	O=C(O)c1cccc2c1C(=O)N(C1CCCCC1)C2	0.9	0%	-16	1.1	1.4	-11	0	-4	-0.015
31	COc1ccc(CNC(=O)CS(=O)Cc2nc(-c3ccc(C)cc3)oc2C)cc1 (stereo not drawn)	1	5%	-6	1.1	-0.57	0	7	9	-1.3
32	CCNc1nc(SCc2ccccc2)nc(N2CCOCC2)n1	0.9	1%	1	1.1	0.7	-8	x	66*	-0.55
33	CCOc1nc(C)ccc1-c1noc(-c2ccccn2)n1	0.9	2%	9	1.1	-0.23	8	x	8	0.15
34	Cc1nnc(SCc2ccc(CC(=O)O)cc2)o1	0.9	3%	8	1.1	-1.1	-15	4	-1	0.11
35	CSc1nnc2c3ccccc3n(Cc3ccccc3)c2n1	0.8	5%	10	1.1	0.76	-2	7	-3	-0.29
36	O=C(N1CCOCC1)N(Cc1ccco1)CC1CCCO1 (stereo not drawn)	0.9	2%	-4	1.2	-0.27	-1	2	-27	0.0069
37	O=S(=O)(NCc1cccnc1)c1cccc2nsnc12	0.9	3%	-1	1	-0.8	-20	13	10	-0.23
38	O=C1COc2ccc(C(=O)COC(=O)C3CCN(S(=O)(=O)c4cccs4)CC3)cc2N1	0.9	8%	2	1.2	-0.25	-7	-1	-17	-0.15
39	O=C(NCc1cccs1)C1CCN(c2ccc(S(=O)(=O)N3CCOCC3)cc2Cl)CC1	1	1%	7	1.1	-1.8	2	0	20	-1.9
40	Cc1cccc(OCCCC(=O)O)c1	0.8	3%	-9	1.1	-1.5	-5	4	-19	0.0061
41	Cc1nc(N[C@@H](Cc2c[nH]c3ccccc23)C(=O)O)c2oc3ccccc3c2n1	0.9	4%	4	1.1	0.36	-1	10	-1	0.98
42	COc1cccc(-c2nnc3n2N=C(c2cccc(Br)c2)CS3)c1	1	8%	-4	1.1	-0.46	-28	7	14	0.18
43	CCN(CC(=O)NC(C)C)C(=O)CCNC(=O)c1ccc(Cl)cc1	1	5%	24	1.1	-0.26	-17	4	-4	0.9
44	Cc1cccc(NC(=O)COc2nsnc2N2CCOCC2)c1	1	2%	-6	1.1	-0.27	9	3	10	0.13
45	COc1cc(=O)[nH]c(SCc2c(F)c(F)c(F)c(F)c2F)n1	0.9	2%	3	1	-0.15	-5	7	16	-0.38
46	CCOC(=O)C1CCN(c2nc(-c3ccccc3)nc3c2oc2ccccc23)CC1	0.9	6%	-14	2.1*	5.8*	-16	10	-9	0.01
47	COc1ccccc1NC(=O)CSc1nnc(COc2ccc(Cl)cc2)n1Cc1ccco1	0.9	5%	0	1.1	0.43	8	7	12	-0.14
48	CC(=O)c1c(C)nc(-c2ccc(Cl)cc2)nc1N=CN(C)C	1	4%	76*	1.4	-0.46	68*	4	16	-0.48
49	COc1ccc(-c2cc(N)n(S(=O)(=O)Cc3ccccc3)n2)c(OC)c1	0.9	4%	-16	1.1	0.12	-17	6	-3	-0.93
50	Cc1ccc(C(=O)Nc2ccc(N3CCOCC3)cc2)cc1	1	7%	44	0.98	0.17	46	5	-12	-0.42
51	CCOC(=O)N1CCC(Nc2c(NCCCN3CCN(c4ccc(OC)cc4)CC3)c(=O)c2=O)CC1	1	3%	-8	1.1	-1	1	-1	-14	-0.74
52	CC(C)(O)C#Cc1ccc(C(=O)N2CCN(C(=O)c3ccco3)CC2)cc1	0.9	3%	-8	1	-0.78	0	9	-11	0.57
53	COc1ccc(Cl)cc1-c1nc(-c2ccc(NC(=O)c3ccncc3)cc2)no1	x	5%	-6	1.2	-0.096	-9	x	-9	0.15
54	O=C(C1CCC1)N1CCc2cc(S(=O)(=O)NC3CCCC3)ccc21	0.9	4%	10	1.1	-0.95	-7	2	-18	-15*
55	COc1cc2[nH]c(=O)n(CCCCCC(=O)NCCCN3CCCC3=O)c(=O)c2cc1OC	0.9	4%	4	1.6	-0.025	-20	5	-2	-0.55
56	CCn1nc(C(=O)NC2=NCCS2)c2ccccc2c1=O	0.9	12%	-10	1.1	-1	-2	0	5	-0.16
57	C=CCOC(=O)C1=C(C)NC(SCC(=O)N(CC)CC)=C(C#N)C1c1ccco1 (stereo not drawn)	0.8	1%	7	1.1	4.5	27	4	-4	-0.22
58	COC(=O)C1=C(CSc2nnnn2C)NC(=O)NC1c1cc(C)ccc1C (stereo not drawn)	1	10%	-3	1.1	-0.3	-10	7	-5	-0.07
59	Cc1cc2c3nonc3ccc2n1-c1ccccc1	1	6%[fluoresces]	x	2.2*	1.1	x	-5	5	0.11

No new results follow: an excerpt of the list.
entry	Compound	TNAP act mid DEA	NADH enzymes	SF-1 act	Autofluor 339	M1 agonist	RORA act	Ec RNAP inh	Ecoli tolC	M1 antag
57	C=CCOC(=O)C1=C(C)NC(SCC(=O)N(CC)CC)=C(C#N)C1c1ccco1 (stereo not drawn)	0.8	1%	7	1.1	4.5	27	4	-4	-0.22
58	COC(=O)C1=C(CSc2nnnn2C)NC(=O)NC1c1cc(C)ccc1C (stereo not drawn)	1	10%	-3	1.1	-0.3	-10	7	-5	-0.07
59	Cc1cc2c3nonc3ccc2n1-c1ccccc1	1	6%[fluoresces]	x	2.2*	1.1	x	-5	5	0.11
